From PubChem BioAssay
Nrf2 inh: inhibitors of Nrf2 signaling | A549 ARE-Fluc reporter, luciferase luminescence, 18-24 h | AID 504444 | Potency, µM (titrated, usually from 46 µM), without a hit: at the highest dose activity change, negative = inhibition, usual class: inhibitors | 2.1% of 360,000 active; also: potency is read from the fitted curve at half-maximal effect; % is scaled to controls: 0 for no effect and ±100 for the full control effect; nearly all actives have a fitted effect of over 60% in size
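A549 ARE_Fluc cells (5000/well, 5% FBS OPTI-MEM) pre-incubated 2 h, then treated with compounds 18-24 h at 37C/5% CO2 in concentration-response. CellTiter-Fluor viability read first; BugLite luciferase luminescence after 15 min at room temperature gives Nrf2 activity.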
A549 tox: A549 cytotoxicity, counter-screen for Nrf2 inhibitors; 0.16% of 390,000 active; A549 ARE-Fluc cells, CellTiter-Fluor viability, 18-24 h; Potency, µM (highest dose often 46 µM), inactives show at the top dose activity change, negative = cytotoxicity, usual class: inhibitors; also: potency is read from the fitted curve at half-maximal effect; % is scaled to controls: 0 for no effect and ±100 for the full control effect
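A549 ARE_Fluc cells in 5% FBS OPTI-MEM were exposed to compounds in concentration-response for 18-24 h at 37 deg C. Viability was read by CellTiter-Fluor fluorescence (Ex 405/Em 525) after 30 min, before the luciferase read.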
IL-2 act: IL-2 activation | IL-2 activation reporter assay, cell-based qHTS; stimulated with anti-CD3/CD4/CD28 beads; in transgenic mouse T cells | activation, % (series mostly up to about 46 µM) | 0.065% of 360,000 active; in the data active = activation above about 50%; inconclusive = mostly about 30% to 49%; also: 0% is about no effect
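Unstimulated transgenic mouse T cells; 60-min compound exposure; bead-based TCR/CD4/CD28 stimulation; 18 h culture, 37 degrees C; dual fluorescence (EGFP, DsRed) plate cytometry.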
EPAC2 agonist: EPAC2 (human) agonism | EPAC2 activation, biochemical qHTS; response scale: 100% = 6.5 mM cAMP response | Potency, µM (doses to about 154 µM), for the others: top-dose activation, actives largely listed as activators | AID 720711 | Q8WZA2 | 0.079% of 360,000 active; also: potency is read from the fitted curve at half-maximal effect; nearly all actives have a fitted effect of over 50% in size
Target sequence (Q8WZA2 whole entry, looked up): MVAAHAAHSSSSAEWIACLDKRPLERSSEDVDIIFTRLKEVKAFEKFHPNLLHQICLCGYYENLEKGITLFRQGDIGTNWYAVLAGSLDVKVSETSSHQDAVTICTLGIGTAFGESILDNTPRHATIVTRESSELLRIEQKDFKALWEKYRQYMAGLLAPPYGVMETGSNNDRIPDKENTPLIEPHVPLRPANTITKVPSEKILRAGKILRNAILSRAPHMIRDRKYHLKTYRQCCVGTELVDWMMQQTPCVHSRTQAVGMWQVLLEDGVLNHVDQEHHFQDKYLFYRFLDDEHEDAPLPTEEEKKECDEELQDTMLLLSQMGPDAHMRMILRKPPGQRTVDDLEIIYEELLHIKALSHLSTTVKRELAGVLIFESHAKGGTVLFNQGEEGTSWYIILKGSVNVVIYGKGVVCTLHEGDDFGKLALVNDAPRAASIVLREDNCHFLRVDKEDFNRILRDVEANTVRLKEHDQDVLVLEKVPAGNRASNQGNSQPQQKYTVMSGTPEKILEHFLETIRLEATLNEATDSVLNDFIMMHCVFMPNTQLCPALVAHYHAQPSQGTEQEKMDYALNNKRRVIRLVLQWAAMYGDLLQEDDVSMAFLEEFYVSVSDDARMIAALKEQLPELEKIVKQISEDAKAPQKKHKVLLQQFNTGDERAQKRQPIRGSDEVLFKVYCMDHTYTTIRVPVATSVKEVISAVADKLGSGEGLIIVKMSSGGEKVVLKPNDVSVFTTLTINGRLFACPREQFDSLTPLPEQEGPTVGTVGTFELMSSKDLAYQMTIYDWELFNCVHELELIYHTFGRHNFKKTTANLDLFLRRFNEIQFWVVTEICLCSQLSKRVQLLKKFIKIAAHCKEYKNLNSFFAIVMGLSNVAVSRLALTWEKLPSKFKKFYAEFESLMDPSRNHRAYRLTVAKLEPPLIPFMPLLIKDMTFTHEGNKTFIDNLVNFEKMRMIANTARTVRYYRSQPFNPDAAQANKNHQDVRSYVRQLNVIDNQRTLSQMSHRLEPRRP
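Guanine nucleotide exchange by EPAC2 is measured as reduced fluorescence of BODIPY-GDP once it is released from 250 nM Rap1B. Plates are read kinetically for 30 min at room temperature; results are scaled to 6.5 mM cAMP.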
S2 tox: cell viability loss in ATXN counter-screen. S2 cells (HEK-293 line with an ATXN2-luciferase reporter) viability, CellTiter-Fluor protease fluorescence, 24 h. Potency, µM (highest dose often 56.7 µM), hits mostly cytotoxic. 0.49% of 400,000 active. AID 651635; also: potency is read from the fitted curve at half-maximal effect; nearly all actives have a fitted effect of over 40% in size
TGFb SMAD3 inh: blocks TGF-b signaling | Potency, µM (series often up to 46.1 µM), inactives show top-dose activity, negative = inhibition, most hits filed as inhibitors | HepG2 CAGA-GFP TGF-b/SMAD3 reporter, GFP fluorescence, 18 h; TGF-beta stimulated, 500 pg/mL final | 1.2% of 410,000 active; also: potency is read from the fitted curve at half-maximal effect; % is scaled to controls: 0 for no effect and ±100 for the full control effect; nearly all actives have a fitted effect of over 65% in size
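Read-out: total well GFP (ex488/em500-530) summed from mean per-cell fluorescence. Cells: HEPG2 CAGA-GFP, 1% FBS DMEM, 18 h at 37 degrees C with 500 pg/mL final TGF-beta. Unstimulated wells served as the full-inhibition control; stimulated DMSO wells = 0%.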
Nrf2 ARE act: Nrf2 pathway activation. AREc32 ARE-luciferase reporter (MCF7-derived line), luminescence, 24 h. Potency, µM (highest dose often 46.1 µM), for the others: top-dose activation, most hits filed as activators. 0.31% of 410,000 active. AID 624171; also: potency is read from the fitted curve at half-maximal effect; % of control where 0% means no effect; nearly all actives have a fitted effect of over 65% in size
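ARE-driven firefly luciferase activity in AREc32 cells measured after a 24 hr compound exposure at 37 deg C, using Steady-Glo reagent and a 30 min room-temperature hold.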
HepG2 tox: counter-screen for TGF-b inhibitors: cytotoxicity in HepG2 cells; 0.76% of 410,000 active; AID 588856; HepG2 CAGA-GFP viability, ATP luminescence, 18 h; Potency, µM (series often up to 46.1 µM), inactives show at the highest dose activity change, negative = cytotoxicity, actives largely listed as cytotoxic; also: potency is read from the fitted curve at half-maximal effect; some results filed as inactive show a strong effect at the top dose
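HepG2 CAGA-GFP cells (1000/well, DMEM with 1% FBS) received compound, then TGF-beta at 500 pg/mL final, and were incubated 18 hours at 37 degrees C. Viability was read by CellTiter-Glo luminescence. Media-only wells were set as complete cell-killing and DMSO as no toxicity.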
ATXN2 expr inh: reduces ATXN2 reporter expression in HEK-293 cells; HEK-293 ATXN2-luciferase reporter, luminescence, 24 h; Potency, µM (highest dose often 57 µM), inactives show at the top dose activity change, negative = inhibition, hits mostly inhibitors; 0.72% of 360,000 active; AID 1745845; also: potency is read from the fitted curve at half-maximal effect; % is scaled to controls: 0 for no effect and ±100 for the full control effect; nearly all actives have a fitted effect of over 55% in size
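ATXN2-luciferase reporter cells (luciferase flanked by upstream and downstream ATXN2 gene portions) were treated 24 h at 37 °C with compounds at up to 57 uM. SteadyGlo luminescence gave expression; GF-AFC fluorescence gave viability.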
Active calls of the source: *; i = inactive; ? = inconclusive; · = not tested or not shown; & = joins results of further samples; [ ] = dose if it differs, or a comment. Unless noted, calls follow the shape of the dose curve; as a rule, active = well fitted curve in the direction sought with a large enough effect; inconclusive = small, poorly fitted or top-dose-only effect, or another doubt; inactive = no such curve, though single readings can be large; an effect the other way counts as inactive or inconclusive. The order is random. About 4.3% of those tested had a hit in this group.

SMILES	Nrf2 inh	A549 tox	IL-2 act	EPAC2 agonist	S2 tox	TGFb SMAD3 inh	Nrf2 ARE act	HepG2 tox	ATXN2 expr inh
COc1ccc(N2C[C@H](C)[C@@H](CC(=O)Nc3ccccc3)C2=O)cc1	·	·	-1.7	8%	?	-4%	-0.1%	0%	-8%
O=C(Nc1ccccc1)Nc1nnc(-c2cccs2)s1	7%	2%	3.0	5%	?	-4%	3.8%	-5%	8%
CCCc1nnc(NC(=O)c2cccs2)s1	?	7%	-1.1	5%	i	-2%	2.4%	-17%	38%
Cc1cc(C(=O)Nc2cccc3c2O[C@@H](CN(C)S(C)(=O)=O)[C@H](C)CN([C@@H](C)CO)C3=O)n(C)n1	-7%	13%	-0.2	10%	i	1%	0.6%	2%	5%
COc1ccccc1NC(=O)Nc1ccc(S(=O)(=O)Nc2onc(C)c2C)cc1	6%	1%	0.4	1%	i	-1%	0.0%	14%	1%
Nc1ccc(C(=O)O)cc1S(=O)(=O)O	6%	1%	0.8	7%	i	0%	0.0%	9%	-3%
Cc1cc(C)c2c(n1)sc1c(=O)n(CC(=O)c3ccccc3)cnc12	?	-8%	-4.0	4%	i	14%	-0.3%	7%	27%
CC(=O)NC(C(=O)OCC(=O)N(c1ccccc1)c1ccccc1)C(C)C (stereo not drawn)	-2%	-6%	1.1	-4%	i	-11%	0.4%	4%	-3%
O=S(=O)(c1ccc(F)cc1)c1nc(-c2ccccc2)oc1N1CCOCC1	-16%	-6%	-2.5	11%	?	0%	0.3%	5%	0%
O=C(CCn1c(=O)c2ccccc2n(Cc2cccc(F)c2)c1=O)NCc1ccc2c(c1)OCO2	-3%	-7%	·	·	i	0%	0.5%	4%	15%
CCOc1ccccc1N1CCN(C(=O)c2cccs2)CC1	-8%	-6%	-3.4	0%	i	2%	0.4%[9.22 µM]	2%	4%
CCOC(=O)c1[nH]c(C(=O)O)c(CCC(=O)OC)c1C	-12%	4%	-2.1	7%	i	-23%	2.2%	-9%	-5%
COc1ccc(C(C)=O)cc1COC(=O)CNC(=O)c1ccccc1F	9%	-9%	0.2	1%	i	0%	0.2%	-3%	8%
CCc1ccc(OCCn2c(C3CC(=O)N(Cc4ccc(F)cc4)C3)nc3ccccc32)cc1 (stereo not drawn)	15µM*	-17%	·	·	·	?	-2.8%	-111%	?
CCn1c(SCC(=O)c2ccc(Cl)cc2)nnc1-c1cccs1	?	4%	-1.6	-5%	i	0%	3.8%	-15%	23%
CCCNC(=O)Nc1cccc(C(=O)OC)c1	-10%	13%	0.8	15%	i	-28%	0.1%	-16%	·
CCC1=NN2C(=N)/C(=C/c3ccc(OS(=O)(=O)c4ccccc4)c(OC)c3)C(=O)N=C2S1	21%	1%	-0.4	3%	i	5%	0.1%	-2%	20%
COc1ccc(NC(=O)c2ccc(-c3nn(C)c(=O)c4ccccc34)cc2)cc1	-30%	7%	-0.6	-6%	i	-15%	0.2%	-27%	-15%
O=P(OC1CCS(=O)(=O)C1)(c1ccccc1)c1ccccc1 (stereo not drawn)	9%	1%	-3.8	-2%	?	-11%	-0.4%	-10%	-32%
Cc1c(NS(C)(=O)=O)cccc1-c1nc2cccnc2s1	6%	-2%	-0.5	0%	i	0%	8.8%	1%	·
CC(=O)Nc1ccc(OCC(O)CNC(C)C)cc1 (stereo not drawn)	-7%	0%	0.0	-6%	i	4%	-1.0%	-6%	4%&2%
Cc1ccc(C2=Nc3ccccc3N(C(=O)c3ccccc3)C(C)C2)cc1 (stereo not drawn)	-13%	-1%	0.0	3%	i	-17%	0.0%	4%	-8%
COc1ccc(NC(=O)CN(C)C(=O)c2cccc(-n3cccc3)c2)cc1	-3%	-3%	-0.5	7%	i	-6%	1.8%	4%	0%
O=C(Nc1ncc(Br)s1)C(Cc1ccccc1)n1cccc1 (stereo not drawn)	?	?	-0.6	-1%	i	?	3.1%	-64%	-38%
O=C(/C=C/c1ccccc1Cl)Nc1cccc(S(=O)(=O)NC2=NCCCCC2)c1	9.2µM*	?	6.3	13%	?	?	15%	-19%	-8%
COC(=O)c1[nH]c2ccccc2c1NC(=O)CN1CC(C)OC(C)C1 (stereo not drawn)	4%	-1%	-0.6	-6%	?	2%	-0.2%	-10%	0%
CCCCn1c(N)c(N(CC(C)C)C(=O)C2CCN(C(=O)c3ccc(Cl)cc3)CC2)c(=O)[nH]c1=O	1%	3%	-0.5	0%	i	-7%	-0.1%	-16%	5%
COc1ccc(-c2csc(NC(=O)Nc3ccccc3)n2)cc1	-16%	1%	-3.3	6%	i	0%	-0.1%	-10%	-2%
C/C(=N\NC(=S)Nc1ccc(C)cc1)c1cc2ccccc2o1	?	-18%	-0.6	0%	i	-24%	5.2%	-12%	5%
Cc1cccc(OCCCC(=O)Nc2ccc3c(c2)OCO3)c1	-17%	-1%	-1.1	-4%	i	0%	-0.6%	-25%	3%
Cc1nnc(SCC(=O)Nc2cc(S(C)(=O)=O)ccc2Cl)n1Cc1ccccc1	-9%	-15%	0.6	8%	i	-16%	-0.5%	-16%	4%
Cc1cccc(CN2CCN(CC(=O)NCc3cccs3)C2=O)c1	-16%	-1%	-2.1	6%	i	3%	-0.3%	-2%	-4%
CCc1nnc(NC(=O)c2nc3nc(C)cc(C)n3n2)s1	6%	1%	-1.9	5%	i	-1%	0.5%	-7%	0%
CC(C)C[C@@H](CNCC(=O)[C@H](CC(C)C)NC(=O)c1[nH]cnc1C(=O)N[C@@H](C)CN)NC(=O)c1nc[nH]c1C(=O)N[C@@H](C)C(=O)O	5%	-14%	-0.7	1%	i	-26%	-0.3%	2%	10%
COc1ccccc1C(CNC(=O)CNC(=O)c1ccc(Cl)c(Cl)c1)N1CCCC1 (stereo not drawn)	7%	10%	3.9	5%	i	?	1.5%	-32%	-28%
CC(=O)NC(CCS(C)(=O)=O)C(=O)Nc1cccc(C(C)=O)c1 (stereo not drawn)	-7%	0%[1.84 µM]	-1.5	3%	i	6%	-0.2%	-6%	1%
CCN(CC)Cc1c(C(=O)N/N=C(\C)c2ccncc2)nnn1-c1nonc1N	1%	8%	0.0	-3%	i	-2%	-0.9%	-1%	-23%
Cc1onc(-c2ccccc2Cl)c1C(=O)NCC1CCCO1 (stereo not drawn)	6%	-6%	-2.7	10%	i	7%	-0.8%	4%	1%
COc1ccccc1C(=O)Nc1nc2cc3c(cc2s1)OCO3	17%	?	-2.4	-3%	i	-13%	1.5%	-25%	2%
COc1ccccc1/C=C1\SC(=S)N(NS(=O)(=O)c2ccc(C)cc2)C1=O	-5%	-8%	-1.2	8%	i	-13%	4.9%	-18%	7%
Cc1ccc(NC(=O)CCCn2c(=O)c3cccn3c3cccnc32)c(Cl)c1	-4%	5%	·	·	·	?	-0.6%	-2%	·
COc1ccc(CCNC(=O)CNC(=O)Cn2cnc3sc(C)c(C)c3c2=O)cc1OC	14%	-3%	-2.2	-1%	i	-9%	-0.4%	-4%	3%
COC(=O)C1=C(C)N(CCCC(=O)O)C(=O)NC1c1ccc([N+](=O)[O-])cc1 (stereo not drawn)	10%	-2%	0.2	8%	i	5%	0.1%	-2%	8%
Oc1c(CN2CCOCC2)cc(COCc2ccccc2)c2cccnc12	-4%	-2%	-0.7	9%	i	1µM*	3.8%	-38%	5.6µM*
COc1ccc(/C=C/C(=O)O)cc1S(=O)(=O)NCc1cccnc1	5%	0%	0.7	0%	i	-5%	-0.2%	23%	-10%
Cc1cccc(NC(=O)CNC(=O)N2CC(=O)Nc3ccccc32)c1C	-13%	12%	-1.9	2%	i	-4%	-0.4%	-8%	-7%
CCOc1ccc(C(=O)c2c(N)c(-c3nc(-c4ccc(OCC)cc4)cs3)c3ccccn23)cc1	-6%	3%	·	·	i	-1%	-1.4%	-7%	6%
CCOc1cc(-c2cc(-c3ccc(N)cc3)nc(N)c2C#N)ccc1O	22%	-2%	-0.2	-12%	i	?	8.3%	-10%	14%
CCOC(=O)/C(=N\Nc1ccccc1Cl)N(C)C1CCS(=O)(=O)C1 (stereo not drawn)	-27%	1%	0.0	1%	i	-7%	-0.6%	-14%	-10%
O=C(COC(=O)c1cnccn1)NC(=O)c1ccccc1	1%	8%	2.1	1%	i	5%	0.3%	-3%	3%
CC(C)Oc1ccccc1C1CC(=O)Nc2cc3c(cc21)OCCO3 (stereo not drawn)	8.2µM*	?	-4.5	9%	?	-47%	-0.7%	-5%	-10%
COc1ccc(NC(=O)CCN2C(=O)C3CC=CCC3C2=O)cc1S(=O)(=O)N1CCCCC1 (stereo not drawn)	-17%	-5%	-0.4	-8%	i	-4%	-1.4%	-20%	1%
O=C(NNc1cc(N2CCOCC2)nc(N2CCOCC2)n1)c1ccc(Cl)c(Cl)c1	-11%	-3%	0.2	3%	i	-6%	-1.1%	-1%	2%
CCn1ccc2cc(S(=O)(=O)N3CCC(C(=O)NCCc4ccc(SC)cc4)CC3)ccc21	·	4%	·	·	i	4%	0.1%	2%	1%

A draw from above in order of heavy-atom count, falling.
SMILES	Nrf2 inh	A549 tox	IL-2 act	EPAC2 agonist	S2 tox	TGFb SMAD3 inh	Nrf2 ARE act	HepG2 tox	ATXN2 expr inh
CCn1ccc2cc(S(=O)(=O)N3CCC(C(=O)NCCc4ccc(SC)cc4)CC3)ccc21	·	4%	·	·	i	4%	0.1%	2%	1%
CCOC(=O)/C(=N\Nc1ccccc1Cl)N(C)C1CCS(=O)(=O)C1 (stereo not drawn)	-27%	1%	0.0	1%	i	-7%	-0.6%	-14%	-10%
O=C(COC(=O)c1cnccn1)NC(=O)c1ccccc1	1%	8%	2.1	1%	i	5%	0.3%	-3%	3%
